p-CIP stab down: lowers stability of the mouse p/CIP coactivator protein. 290,000 tested, 0.01% active. AID 1984. Q05BA5. F442A p/CIP-EGFP cells, EGFP fluorescence, 16 h. decrease of EGFP signal, % at 10 µM;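 active = EGFP signal decrease of at least 30% at 10 µM or well 3 SD below plate mean, unless failing retest; inactive = the rest, including hits failing retest or dose response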; also: some compounds called inactive have numbers as strong as hits; many of its hits are not listed in these tables
Target sequence (Q05BA5 1-1403): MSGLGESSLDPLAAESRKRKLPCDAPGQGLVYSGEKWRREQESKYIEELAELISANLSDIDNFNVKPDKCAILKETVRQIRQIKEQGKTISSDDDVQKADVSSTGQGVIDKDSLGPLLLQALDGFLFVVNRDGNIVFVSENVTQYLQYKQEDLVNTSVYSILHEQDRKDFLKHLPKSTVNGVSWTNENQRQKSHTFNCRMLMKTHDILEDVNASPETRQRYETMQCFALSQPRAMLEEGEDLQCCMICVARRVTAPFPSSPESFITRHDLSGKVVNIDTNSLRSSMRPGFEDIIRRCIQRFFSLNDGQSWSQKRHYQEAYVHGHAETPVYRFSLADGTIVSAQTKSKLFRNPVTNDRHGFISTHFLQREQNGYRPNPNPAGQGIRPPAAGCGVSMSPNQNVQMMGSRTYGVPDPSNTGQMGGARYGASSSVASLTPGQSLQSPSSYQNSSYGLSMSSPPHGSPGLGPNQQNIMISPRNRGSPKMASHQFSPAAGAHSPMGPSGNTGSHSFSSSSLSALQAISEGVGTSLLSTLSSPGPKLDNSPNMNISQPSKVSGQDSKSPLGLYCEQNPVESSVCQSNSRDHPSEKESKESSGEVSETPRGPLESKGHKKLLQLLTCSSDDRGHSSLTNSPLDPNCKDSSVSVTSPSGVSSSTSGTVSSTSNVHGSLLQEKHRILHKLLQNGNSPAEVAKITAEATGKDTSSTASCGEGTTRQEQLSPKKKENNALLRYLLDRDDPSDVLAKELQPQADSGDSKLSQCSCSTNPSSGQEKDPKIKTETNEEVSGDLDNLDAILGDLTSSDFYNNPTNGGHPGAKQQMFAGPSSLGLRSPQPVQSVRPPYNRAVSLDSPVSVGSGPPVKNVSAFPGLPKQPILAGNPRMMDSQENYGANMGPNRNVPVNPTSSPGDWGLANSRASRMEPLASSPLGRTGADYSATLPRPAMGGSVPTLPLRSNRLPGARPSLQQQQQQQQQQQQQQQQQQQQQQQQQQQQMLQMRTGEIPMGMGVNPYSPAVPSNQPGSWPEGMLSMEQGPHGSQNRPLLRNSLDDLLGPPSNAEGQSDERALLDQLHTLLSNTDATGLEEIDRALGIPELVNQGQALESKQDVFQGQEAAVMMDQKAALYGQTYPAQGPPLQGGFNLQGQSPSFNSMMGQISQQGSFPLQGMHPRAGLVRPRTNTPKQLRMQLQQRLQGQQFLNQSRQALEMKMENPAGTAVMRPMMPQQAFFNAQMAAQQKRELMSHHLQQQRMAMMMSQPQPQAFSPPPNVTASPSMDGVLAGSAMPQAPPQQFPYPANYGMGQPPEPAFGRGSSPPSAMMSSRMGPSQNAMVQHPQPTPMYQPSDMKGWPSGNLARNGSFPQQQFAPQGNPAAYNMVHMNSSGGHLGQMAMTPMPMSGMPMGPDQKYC
NS3 helicase inh: blocks Hepatitis C virus NS3 helicase unwinding; AID 1800; 290,000 tested, 0.56% active; NS3 helicase DNA unwinding, Cy5 molecular beacon fluorescence; inhibition, % at 10.9 µM;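 active = inhibition above the mean of all tested compounds plus 3 SD, set per campaign, cut at about 35% in these data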;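 also: 0% = DMSO wells and 100% = thioflavine S control wells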
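Measured by: Cy5 fluorescence, 0 and 60 min reads / Assay system: NS3 helicase fragment of HCV / Control set: low DMSO, high thioflavine S at 110 µM / Times: 1 h reaction at 25 °C, ATP-initiated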
SUMO HTRF inh: inhibitors of human SUMOylation (UBC9); P63279; HTRF SUMOylation assay, SAE1/SAE2 + UBC9, in vitro; inhibition, % at 35 µM; 290,000 tested, 0.36% active; AID 2006; in the data active = inhibition above about 50%, passing the limit was not always enough; also: strong numbers were not always called active
IDE cell activ: activators of human insulin-degrading enzyme in cells; activation, % at 5.96 µM; AID 493087; HEK cells, FAbeta-B cleavage, fluorescence polarization; 0% vehicle, 100% cell-free pure enzyme wells; 340,000 tested, 0.073% active;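 active = activation above the mean of all tested compounds plus 3 SD, set per screening campaign, cut at about 17% in these data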
IDE inh: inhibitors of human insulin-degrading enzyme in cells | 320,000 tested, 0.41% active | inhibition, % at 5.59 µM | HEK cells, FAbetaB cleavage, fluorescence polarization | P14735;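 active = percent inhibition above the average of all tested compounds plus 3 SD, set per screening campaign, cut at about 16% in these data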;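 also: IDE supplied by intact live HEK cells; FP after avidin binding of uncleaved biotin substrate so inhibition keeps polarization high; 0% = DMSO wells and 100% = 60 µM reference IDE inhibitor Ii1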
VIM-2 inh: inhibitors of Pseudomonas aeruginosa VIM-2 metallo-beta-lactamase | 290,000 tested, 0.89% active | purified VIM-2, nitrocefin hydrolysis, epi-absorbance fluorescence | AID 1527 | inhibition, % at 5.6 µM;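 active = inhibition above the mean of all tested compounds plus 3 SD, cutoff set per screening run, cut at about 7.5% in these data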;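 also: red hydrolysis product quenches plate fluorescence so inhibitors raise well fluorescence; 0% = enzyme with DMSO and 100% = DMSO without enzyme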
IMP-1 inh: blocks Pseudomonas aeruginosa IMP-1 metallo-beta-lactamase; purified IMP-1, nitrocefin hydrolysis, epi-absorbance fluorescence; inhibition, % at 5.6 µM; 290,000 tested, 0.45% active; AID 1556;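 active = inhibition above the mean plus 3 SD of all compounds in the same screening run, cut at about 4.5% in these data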;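 also: 0% = IMP-1 with DMSO and 100% = DMSO wells lacking enzyme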
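System: Purified recombinant IMP-1 metallo-beta-lactamase enzyme | Measured by: Fluorescence quenching readout, ex 480/em 530 nm | Replication: Singlicate | Incubation: 15 min preincubation plus 25 min reaction at 25 °C | Evaluation: Percent inhibition from optical density relative to buffer-blank wells | Benchmarks: DMSO with and without IMP-1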
DNA FID counter: displaces DNA intercalator in HCV helicase counter-screen; DNA fluorescent intercalator displacement, fluorescence; inhibition, % at 7.9 µM; 290,000 tested, 0.17% active; in the data active = inhibition above about 37%;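 also: 0% = vehicle and 100% = reference compound; higher means more ethidium bromide displaced from hairpin DNA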
PfM18AAP inh: PfM18AAP enzyme inhibition. recombinant PfM18AAP, H-Glu-NHMec fluorogenic cleavage. inhibition, % at 7.35 µM. 290,000 tested, 1.2% active. AID 1822;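 active = inhibition above the campaign mean inhibition over all tested compounds plus 3 SD, cut at about 28% in these data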;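 also: 0% = plate median of test compound wells and 100% = 2 mM ZnCl2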
* hit, by the source's call; / = not tested or not shown.

Screens in order: p-CIP stab down, NS3 helicase inh, SUMO HTRF inh, IDE cell activ, IDE inh, VIM-2 inh, IMP-1 inh, DNA FID counter, PfM18AAP inh
- COc1ccc(C2c3ccc(O)cc3Oc3ncn(CCCO)c(=N)c32)cc1 (stereo not given)
  15, 3, 6, 4, -4, -0.7, -0.1, -10, 6
- CN1CCC(N(C)S(=O)(=O)c2ccc(NC(=O)COc3ccc(F)cc3Cl)cc2)CC1
  -19, -83, 7, -1, 1, -1.1, -3.0, 27, 4
- O=C(O)CNC(=S)N(Cc1ccccc1)Cc1cccs1
  1, 13, -2, -6, 11, 3.3, 0.7, -35, -1
- COc1ccccc1-n1cnnc1SCC(=O)Nc1cc(C)on1
  4, 0, -8, 2, -1, -2.5, -2.8, -10, 8
- COc1ccc(C2NCCc3c2[nH]c2ccccc32)cc1CSc1nc2ccccc2s1 (stereo not given)
  -5, -95, -12, 5, 2, -1.6, -2.7, 8, 0
- CC(C)(C)n1nc2c(c1NC(=O)c1ccc(S(=O)(=O)N3CCCCC3)cc1)CS(=O)C2 (stereo not given)
  -20, 4, 8, 1, 1, -1.9, -2.4, -12, 3
- CCCCCNC(=O)c1c[nH]c2ccc(S(=O)(=O)N3CCC4(CC3)OCCO4)cc2c1=O
  0, 1, 12, 2, 1, -2.9, -2.0, 6, -4
- CC1CN(C(=O)CN2C(=O)NC3(CCCCCC3)C2=O)CC(C)O1 (stereo not given)
  -5, 2, 10, 5, -9, -2.1, 0.1, 0, -5
- CC(C)COc1ccc(C(=O)NC(=S)Nc2ccc(CN3CCOCC3)cc2)cc1
  0, 4, 9, -1, 6, -1.0, -3.7, -4, -9
- O=c1cc(CO)oc(C(Nc2ccccn2)c2ccccc2Cl)c1O (stereo not given)
  -10, 6, 7, 1, -3, 3.0, -2.3, -35, -2
- CCOc1ccc(C2C(C#N)=C(N)Oc3nc[nH]c(=O)c32)cc1 (stereo not given)
  4, -5, -2, 7, 7, -0.8, -2.1, -3, -16
- CC(C)CC(=O)Nc1ccc(C(=O)Cn2nc(C(=O)O)c3ccccc3c2=O)cc1
  0, 0, 54, 3, 1, -3.3, -6.4, -8, -3
- Cc1cc(C(=O)N/N=C\c2cc(C(C)(C)C)ccc2O)n[nH]1
  -8, 4, 16, 10, -3, -5.8, -2.6, -26, 9
- Cn1cnnc1SCC(=O)NCCc1ccccc1
  5, 0, 23, 3, 6, -3.0, -4.1, -1, -2
- CC(C)(C)n1ncc2c(=O)n(CC(=O)Nc3ccc4c(c3)OCO4)cnc21
  -1, -4, 5, 0, 5, -0.5, 3.5, -6, 10
- COc1cc(S(=O)(=O)NCc2ccc3c(c2)OCO3)ccc1Cl
  -5, 7, -1, 3, -2, 0.1, -6.5, -5, -1
- COC1C=CC(CNC(=O)c2cc3c(=O)n4cccc(C)c4nc3n2C)(OC)O1 (stereo not given)
  4, -9, 22, -2, 7, -0.5, -1.0, -11, 0
- Cc1cccc(C)c1NC(=O)NC1(C(=O)N2CCN3CCCC3C2)CCCCC1 (stereo not given)
  13, -5, 7, 0, 1, -2.3, -1.5, 1, 7
- CCNC(=O)c1c(C)nc2ccccn12
  6, 3, 2, 0, 1, 0.1, -2.2, -5, -12
- CC(=O)Oc1c(S(=O)(=O)c2ccccc2)c(C)nn1C(C)(C)C
  6, 2, -7, 4, -3, -2.0, -1.7, -9, 2
- COc1ccc(-c2cc(C)no2)cc1S(=O)(=O)N1CCOc2ccc(Cl)cc21
  -4, -8, 19, 5, -9, -0.9, -0.8, -24, 2
- Cn1c(N)c(C(=O)COC(=O)CSc2ccccc2)c(=O)n(C)c1=O
  8, -1, 3, 2, 1, -2.4, -2.6, -8, -4
- Cc1noc(C)c1COc1ccc(C(=O)OC(C)C(=O)Nc2ccc(N3CCOCC3)cc2)cc1 (stereo not given)
  0, 13, -2, 8, -3, -0.9, 0.2, -5, -4
- Cc1ccc(-n2ncc(C#N)c2/N=C/N2CCCCCC2)cc1
  6, 101*, -4, 4, 0, -2.6, -1.6, -9, 8
- COc1cc(O)c(C(CCN2CCCC(C)C2)c2ccc(N(C)C)cc2)c(OC)c1 (stereo not given)
  9, /, 5, 1, 2, /, /, /, /
- COc1ccc(CSc2nc3nc(C)cc(C)n3n2)cc1F
  -12, 4, 8, -2, 1, -1.3, -2.7, -17, 1
- N#Cc1ccccc1NC(=O)c1ccccc1OCC(=O)NCc1ccco1
  -2, -2, 12, 3, -3, -3.3, -2.9, -3, 6
- O=C(OC1CCOC1=O)c1cccc(S(=O)(=O)N2CCc3ccccc3C2)c1 (stereo not given)
  7, 2, -2, 6, 6, -2.6, -3.2, -16, -3
- Nc1nonc1-n1nnc(C(=O)N/N=C/c2ccccc2)c1CN1CCc2ccccc21
  -15, 2, -1, 2, -6, 0.0, -1.5, -20, 1
- CCOc1ccc(CCNC(=O)c2cccc(NC3=NC4CS(=O)(=O)CC4S3)c2)cc1 (stereo not given)
  6, -7, 9, -2, 1, -0.7, -1.7, -17, -10
- COc1cc(-c2nc(-c3cccc(C(F)(F)F)c3)no2)cc(OC)c1OC
  -5, 7, -6, 0, -3, -1.8, -5.6, 0, -3
- O=C(CN1C(=O)C2CC=CCC2C1=O)Nc1nnc(SCc2ccc(F)cc2)s1 (stereo not given)
  -4, -7, 0, 0, 2, -1.2, -1.8, -16, -5
- Cc1cc(C)nc(N/N=C/c2ccc(Cl)cc2)n1
  -3, -9, -16, -7, 3, -5.1, -3.7, -1, 22
- COc1ccc(/C=C2/C(=O)N(Cc3ccccc3)N=C2C)cc1
  9, 4, 13, 1, 1, -3.2, -2.6, 0, 7
- CCOC(=O)c1c(NC(=O)c2ccc(Br)o2)sc2c1CCCC2
  0, 0, -7, 4, -3, -1.6, -1.9, -4, 0
- CSc1nc(C(=O)N2CCCC(C(=O)c3ccc(Cl)cc3)C2)cs1 (stereo not given)
  -17, 10, 7, -4, 5, -0.8, 0.7, -32, -10
- c1ccc2c(c1)ccc1nnc(SCc3ccc4c(c3)OCO4)n12
  -2, -8, 20, 4, -4, -0.1, -4.4, -22, -3
- CNC(=O)C(NC(=O)c1ccccc1)=C(C)C
  1, 1, 31, 5, 9, -2.2, -2.2, -1, -2
- CC(=O)c1cnc2nc(SCc3ccc(C)cc3)nn2c1C
  -11, -1, 11, 4, -2, -1.6, -5.1, -17, -2
- CCCN1C(=O)/C(=C/c2ccc(OCC(=O)OCC)cc2)NC1=S
  5, -7, -22, 5, /, -1.7, -2.8, -14, -1

Single records (already shown). Order of screens: p-CIP stab down	NS3 helicase inh	SUMO HTRF inh	IDE cell activ	IDE inh	VIM-2 inh	IMP-1 inh	DNA FID counter	PfM18AAP inh
COc1ccc(/C=C2/C(=O)N(Cc3ccccc3)N=C2C)cc1 in the list: 9	4	13	1	1	-3.2	-2.6	0	7
COc1cc(O)c(C(CCN2CCCC(C)C2)c2ccc(N(C)C)cc2)c(OC)c1 (stereo not given) in the list: 9	/	5	1	2	/	/	/	/

Next section
Screens in order: p-CIP stab down, NS3 helicase inh, SUMO HTRF inh, IDE cell activ, IDE inh, VIM-2 inh, IMP-1 inh, DNA FID counter, PfM18AAP inh
- COCCN(CCOC)c1nc(N)c2c(N)nc3c(c2c1C#N)CC(=O)N3Cc1ccc(Cl)cc1
  -5, -18, 99, 0, 3, -0.7, -4.2, -8, -9
- N#Cc1cc(C(=O)c2cc(Br)ccc2O)cn(Cc2ccccc2)c1=O
  6, -7, 8, -4, 10, -5.0, -2.4, -3, 0
- Cc1ccc2oc(NC(=O)N3CCOCC3)cc(=O)c2c1
  4, 10, 20, 3, 2, -3.0, -2.4, -3, 2
- CCCSc1nc(N)nc(-c2cccs2)c1C#N
  -21, 12, 7, 3, 2, -2.8, -1.5, 2, -1
- CCOC(=O)C1CCN(Cc2cnc(Oc3ccc(Cl)cc3C)s2)CC1
  -7, 0, 16, 1, 3, -0.1, -2.3, -9, -2
- CCN(CC)CCCNc1cc2n(c(=O)n1)CCc1cc(OC)c(OC)cc1-2
  -10, 0, 36, 1, 3, 0.4, -4.0, -3, 14
- O=C(Nc1c(C(=O)O)[nH]c2ccccc12)c1cccc(C(F)(F)F)c1
  -8, 14, 7, 9, 0, 0.6, -3.1, -18, -1
- C/C(CC(=O)NCc1ccc(Cl)cc1)=N\NC(=O)COc1ccc(C)cc1Br
  3, -9, 6, 5, -1, -3.2, -2.1, -25, 1
- COc1cccc(C(=O)O/N=C(\N)c2ccncc2)c1OC
  17, -4, -32, 5, 1, -0.6, -0.2, -2, -3
- COC(OC)C12c3ccccc3C(c3ccccc31)C1C(=O)N(c3cccnc3)C(=O)C12 (stereo not given)
  -6, -2, 4, 2, 4, -2.2, -2.7, -25, 3
- CCC(=O)Nc1ccc(C(=O)CSc2nnc(-c3cccnc3)o2)cc1
  -8, 4, -6, 9, 10, 0.6, 0.8, -3, -1
- O=C(NCCc1csc(-c2cccnc2)n1)c1cccs1
  10, -8, -5, 3, 2, 2.2, 0.1, -6, 2
- C#CCOCCOCCOCCNc1nc(N2CCOCC2)nc(N2CCN(C(=O)[C@H]([C@@H](C)CC)n3cc([C@@H](N)CO)nn3)CC2)n1
  -7, -4, 13, 0, 6, 0.5, -2.5, 13, -11
- Cc1ccc(NC(=O)CN(C)C(=O)c2cccnc2Nc2cccc(C(F)(F)F)c2)cc1
  -3, -58, -34, 1, 2, -1.4, -1.4, -1, 1
- COc1ccc(C(=O)NC2=NCCS2)c(OC)c1
  -2, -7, 4, 6, /, -1.5, -3.0, -8, 2
- Cn1c(C(=O)N2CCc3ccccc3C2)cc2oc3ccccc3c21
  4, -8, -10, -4, 4, 0.6, -2.4, -14, -6
- CCN(CC(=O)NCCc1ccccc1)S(=O)(=O)c1ccccc1
  -10, -14, 9, 0, 0, 3.2, -0.9, -12, -5
- CCOC(=O)c1nn(-c2ccccc2)c(=O)c(C#N)c1C
  -4, 6, 15, 3, 3, -5.5, -4.3, 0, 4
- Cc1ccc(NC(=O)COC(=O)c2ccc3c(c2)C(=O)N(CCc2ccccc2)C3=O)c(C)c1
  6, 2, 0, -6, 10, 0.6, -2.6, -11, 2

From PubChem
